Screens deposited in PubChem BioAssay by several laboratories.
SRC2 inh – human SRC2 (NCOA2) inhibition; Q15596; HEK293 GAL4-SRC2 luciferase reporter, luminescence; inhibition, % at 9 µM; 370,000 tested, 0.17% active; AID 651957;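 active = inhibition above the mean inhibition of all tested compounds plus 3 SD, set per campaign, cut at about 52% in these data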;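 note: 0% = DMSO treated cells and 100% = cells given Gossypol at 36 µM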
TROY NFkB inh – blocks TROY-dependent signaling in reporter cells; 360,000 tested, 0.98% active; Q293 LMP1-TROYcd NF-kB luciferase reporter, 4 h; inhibition, % at 10 µM;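 active = compounds whose plate-normalised and pattern-corrected inhibition of the luciferase reporter signal at the single screening dose is 50% or more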
COUP-TFII inh – blocks human COUP-TFII nuclear receptor. P24468. AID 686940. HEK293T NGFI-A luciferase reporter, luminescence. 370,000 tested, 0.7% active. inhibition, % at 8.6 µM;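 active = inhibition above a per-plate cutoff, mean inhibition of test wells between control levels plus 3 SD, cut at about 38% in these data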;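 note: cells cotransfected with COUP-TFII expression vector driving the NGFI-A reporter; 0% = median of COUP-TF2 test wells and 100% = reporter-only cells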
TLR9-MyD88 block – TLR9-MyD88 interaction inhibition. inhibition, % at 4.98 µM. 340,000 tested, 0.21% active. CHO BLA complementation TLR9-MyD88, CCF4 FRET ratio. AID 504734. Q9NR96+Q99836;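 active = inhibition above the mean over all tested compounds plus 3 SD, cut at about 21% in these data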;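 note: 0% = DMSO only wells and 100% = clavulanate BLA inhibitor control wells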
TWEAK-Fn14 inh – inhibitors of TWEAK-Fn14 interaction signaling; TWEAK-stimulated Fn14 reporter cells, luciferase luminescence, 8 h; inhibition, % at 10 µM; 360,000 tested, 2% active; AID 1159606; in the data active = inhibition above about 50%
NCOA3 inh – human NCOA3 inhibition | Q9Y6Q9 | HEK293 GAL4-SRC3 luciferase reporter, luminescence | inhibition, % at 3.6 µM | 360,000 tested, 0.17% active | AID 588352;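 active = inhibition above a per-campaign cutoff, the mean of all compounds plus 3 SD, cut at about 60% in these data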;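 note: 0% = DMSO-treated cells and 100% = gossypol-treated cells at 36 µM; higher means less SRC3-driven luciferase light from the GAL4 reporter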
SRC1 inh – inhibitors of human steroid receptor coactivator 1 (SRC1); Q15788; HEK293 GAL4-SRC1 luciferase reporter, luminescence; inhibition, % at 3.6 µM; 360,000 tested, 0.12% active;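 active = inhibition above the campaign mean plus 3 SD, with each screening campaign given its own cutoff, cut at about 60% in these data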;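 note: 0% = DMSO treated cells and 100% = gossypol at 36 µM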
LMP1 NFkB inh – reduces LMP1-driven NF-kappaB luciferase signal; AID 504558; LMP1-induced NF-kappaB luciferase reporter cells, luminescence; inhibition, % at 12.5 µM; 350,000 tested, 0.69% active; in the data active = inhibition above about 41%;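 note: 0% = neutral control wells and 100% = reference inhibitor control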
NR5A2 inv ag – NR5A2 inverse agonism in reporter assay; HEK293T StAR-luciferase reporter, LRH-1 transfected, 24 h; inhibition, % at 3.6 µM; 360,000 tested, 0.13% active; AID 602396;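 active = inhibition above the mean inhibition of all tested compounds plus 3 SD, cut at about 73% in these data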;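 note: 0% = DMSO wells and 100% = reporter-only cells lacking LRH-1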
Target sequence (O00482 whole entry, looked up): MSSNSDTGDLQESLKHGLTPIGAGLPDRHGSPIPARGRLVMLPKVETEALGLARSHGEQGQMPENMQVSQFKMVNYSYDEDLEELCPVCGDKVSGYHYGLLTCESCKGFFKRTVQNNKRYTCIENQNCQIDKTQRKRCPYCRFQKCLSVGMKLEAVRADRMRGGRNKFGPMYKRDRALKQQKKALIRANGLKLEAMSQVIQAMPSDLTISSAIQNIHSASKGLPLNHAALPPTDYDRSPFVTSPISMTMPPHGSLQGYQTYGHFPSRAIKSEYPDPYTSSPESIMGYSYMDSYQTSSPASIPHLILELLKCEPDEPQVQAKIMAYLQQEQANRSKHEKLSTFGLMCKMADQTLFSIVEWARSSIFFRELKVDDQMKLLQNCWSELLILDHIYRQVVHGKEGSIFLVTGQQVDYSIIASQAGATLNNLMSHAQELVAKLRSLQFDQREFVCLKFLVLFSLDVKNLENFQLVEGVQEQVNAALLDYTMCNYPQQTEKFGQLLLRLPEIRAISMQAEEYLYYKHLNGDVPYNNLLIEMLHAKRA
NOD2-RIPK2 inh – NOD2-RIPK2 protein interaction inhibition. CHO BLA complementation NOD2-RIPK2, CCF4 ratio. inhibition, % at 4.98 µM. 360,000 tested, 0.38% active. AID 624267; in the data active = inhibition above about 21%;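 note: 0% = vehicle only and 100% = reference blocker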
Target sequence (O43353 whole entry, looked up): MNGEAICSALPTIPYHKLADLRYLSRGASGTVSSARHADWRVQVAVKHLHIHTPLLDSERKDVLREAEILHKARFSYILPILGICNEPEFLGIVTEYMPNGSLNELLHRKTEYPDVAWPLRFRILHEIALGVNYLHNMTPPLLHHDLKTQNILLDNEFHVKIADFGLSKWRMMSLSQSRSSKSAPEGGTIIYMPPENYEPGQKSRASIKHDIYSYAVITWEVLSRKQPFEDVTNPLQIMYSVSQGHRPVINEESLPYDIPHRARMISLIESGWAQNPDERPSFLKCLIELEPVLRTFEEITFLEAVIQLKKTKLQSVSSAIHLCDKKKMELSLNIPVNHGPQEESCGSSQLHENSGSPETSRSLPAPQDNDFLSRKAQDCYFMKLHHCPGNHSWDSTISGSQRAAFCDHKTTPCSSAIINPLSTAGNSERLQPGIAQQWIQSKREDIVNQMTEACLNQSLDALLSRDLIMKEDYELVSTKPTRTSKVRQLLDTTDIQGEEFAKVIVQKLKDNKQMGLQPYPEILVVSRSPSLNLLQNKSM
TRAIL sens C8 – caspase-8 TRAIL sensitization; inhibition (viability loss, TRAIL sensitization), % at 10 µM; 360,000 tested, 1% active; AID 624354; NB7+C8 cells + TRAIL, ATPlite viability luminescence;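 active = compounds causing at least 50% loss of cell viability in the single-dose screen, relative to plate controls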
Numbers without * were called inactive; / = not tested or not shown; & = joins results of further samples. This is a subset, so the mix of outcomes need not match the whole.

SMILES	SRC2 inh	TROY NFkB inh	COUP-TFII inh	TLR9-MyD88 block	TWEAK-Fn14 inh	NCOA3 inh	SRC1 inh	LMP1 NFkB inh	NR5A2 inv ag	NOD2-RIPK2 inh	TRAIL sens C8
CN(Cc1ccc(Cl)cc1)C(C(=O)NC1CCCCC1)c1cc2ccccc2o1 (centres undefined)	-34	20	5	/	17	-1	3	/	-14	-3	10
CC(=O)c1cccc(NC(=O)CCS(=O)(=O)c2ccc(Br)s2)c1	-4	-14	12	-5	4	2	7	-1	5	4	-11
CCNC(=O)/C=C1\NC(C)(C)Cc2c1ccc1ccccc21	3	3	16	2	1	-3	6	3	28	5	1
Cc1nnc(NC(=O)c2cccc(S(=O)(=O)N3CCCC3)c2)s1	7	15	5	1	16	-7	-2	1	-26	-13	7
CCOc1ccccc1N1CCN(CC(=O)Nc2nccs2)CC1	-2	3	1	4	2	2	-23	2	-6	4	16
CC(C)NC(=O)CCNC(=O)c1ccc(F)cc1	-17	0	1	5	-1	14	12	-10	1	0	2
Cc1cccc(N=C2NC(=O)c3cc([N+](=O)[O-])ccc32)c1	-4	-2	-1	1	-1	8	7	-53	2	2	-1
CCOC(=O)/C=c1\sc2n(c1=O)CCN=2	4	10	0	1	0	2	13	7	-13	-6	-1
Cc1ccc(NC(=O)CN(C)C(=O)CCOc2cccc(C)c2)cc1	2	5	5	1	11	9	14	0	-12	5	-1
CC1CCC(N2CCNCC2)CC1 (centres undefined)	10	3	5	-9	-11	10	-22	-6	2	-1	0
O=C(CN1C(=O)c2cccnc2Oc2ccc(Cl)cc21)NC1CCCC1	5	1	-7	-10	9	7	14	1	-14	12	-9
c1csc(C(c2nnnn2C2CCCCC2)N2CCCC3(CCCCC3)C2)c1 (centres undefined)	-14	4	8	1	10	16	0	8	14	-4	14
COC(=O)c1ccccc1NC(=O)c1ccc(COc2cccc3ccccc23)o1	-4	-5	8	-1	-1	-1	-30	-3	12	5	10
CCOC(=O)N1CCN(C(=O)C2CCN(S(=O)(=O)c3ccccc3)CC2)CC1	8	-45	0	2	-5	-4	-7	-3	3	-2	-16
N#Cc1ccc(NN=Nc2ccccc2C#N)cc1	-13	-14	-18	3	-3	-11	-24	-5	-7	2	16
COc1ccccc1OCC(=O)Nc1c2c(nn1-c1ccc(C)cc1)CS(=O)(=O)C2	4	-11	-11	0	-10	2	1	1	10	2	4
CCN1CCN(c2ccc(S(=O)(=O)N3CCOCC3)cc2NC(=O)C(C)Oc2cccc(Cl)c2)CC1 (centres undefined)	-10	-17	11	7	-13	3	-4	2	17	11	-31
CCCC(C(=O)NC1CCCC1)N(CC1CCCO1)C(=O)c1snc(C(N)=O)c1N (centres undefined)	24	-8	23	2	13	-16	6	1	9	-1	-17
NC(=O)Cc1ccc(C(=O)c2ccccc2F)s1	-25	-8	1	-7	-3	5	3	-11	6	-1	2
COC(=O)c1ccc(N2CC3CNC(=O)C2(C(=O)OC)N3C)cc1 (centres undefined)	-3&-35	-2&-1	7&12	-6&-2	3&0	-29&10	-12&0	-16&2	8&14	6&2	-3&-13
Cc1cc2oc(=O)cc(CN(C)Cc3ccc(OC(F)F)cc3)c2cc1Cl	-8	-1	-1	3	-13	-4	5	-7	6	-5	11
CC(C)(C)S(=O)N1Cc2cc(=O)n(Cc3ccccc3)c(CCO)c2[C@@H]1CCO (some centres undefined)	-9	0	-13	-8	-4	5	0	3	11	-8	-3
Cc1cccc(NC(=S)NCCc2ccccc2)n1	-26	-11	-4	-4	-12	10	8	0	9	-9	-2
COc1cc(/C=C(/C#N)c2nc3ccccc3[nH]2)ccc1Oc1ncccc1[N+](=O)[O-]	-33	-3	4	-2	-28	-10	-6	-8	-19	2	8
NC(c1csc(NC(=O)Nc2cccc(Cl)c2)n1)c1ccccc1Cl (centres undefined)	13	42	20	/	63*	-26	0	/	-12	-9	12
CCN(C(=O)COc1ccc(C(=O)c2ccccc2)cc1)c1ccccc1	2	0	10	-8	37	-5	-1	11	9	-8	6
O=C(NCc1ccccc1)c1ccc(CS(=O)(=O)Cc2ccccc2F)o1	1	9	2	-1	3	9	-5	4	-2	-14	0
CCOC(=O)c1c(NC(=O)C2c3ccccc3Oc3ccccc32)sc(C(N)=O)c1C	-10	-26	-2	-2	19	23	3	2	-3	-2	5
CC1=C(/C=C/C(C)=C/C=C/C(C)=C/CO)C(C)(C)CCC1	-3	-8	3	0	7	12	2	-3	-1	-8	-9
O=S(=O)(Nc1ccc(-n2cccc2)cc1)c1ccc(Cl)c(Cl)c1	9	55*	-21	3	-26	11	-10	-1	9	-3	7

2 of these compounds, reformatted.
| Molecule | SRC2 inh | TROY NFkB inh | COUP-TFII inh | TLR9-MyD88 block | TWEAK-Fn14 inh | NCOA3 inh | SRC1 inh | LMP1 NFkB inh | NR5A2 inv ag | NOD2-RIPK2 inh | TRAIL sens C8 |
| --- | --- | --- | --- | --- | --- | --- | --- | --- | --- | --- | --- |
| COc1ccccc1OCC(=O)Nc1c2c(nn1-c1ccc(C)cc1)CS(=O)(=O)C2 | 4 | -11 | -11 | 0 | -10 | 2 | 1 | 1 | 10 | 2 | 4 |
| CC(C)(C)S(=O)N1Cc2cc(=O)n(Cc3ccccc3)c(CCO)c2[C@@H]1CCO (some centres undefined) | -9 | 0 | -13 | -8 | -4 | 5 | 0 | 3 | 11 | -8 | -3 |

(listing goes on)
SMILES	SRC2 inh	TROY NFkB inh	COUP-TFII inh	TLR9-MyD88 block	TWEAK-Fn14 inh	NCOA3 inh	SRC1 inh	LMP1 NFkB inh	NR5A2 inv ag	NOD2-RIPK2 inh	TRAIL sens C8
Cc1ccc(NC(=O)CCC(=O)OC(C)C(=O)c2ccccc2)cc1 (centres undefined)	-3	-7	7	1	-7	-3	2	-4	-3	4	-6
CCOC(=O)C1=C(C)NC(=O)C(C(N)=O)C12CCCC2 (centres undefined)	-17	-9	11	-5	5	13	9	-1	19	-3	-21
CC(C)Nc1nc(N)c(C(=O)C23CC4CC(CC(C4)C2)C3)s1	0	-10	5	0	3	8	14	1	-6	9	-10
C=CCn1c(N)c(C(=O)OCCC)c2nc3ccccc3nc21	4	37	10	-4	14	23	15	13	40	-2	3
COc1ccc(C(=O)Nc2ccc(NC(=O)c3cc(OC)c(OC)c(OC)c3)cn2)cc1	-7	-13	-15	0	14	-6	4	3	25	-15	-9
CC(=O)/C(=C/c1ccccc1)C(=O)Nc1ccccc1C	7	6	4	2	80*	29	25	4	26	-15	19
O=C(Cn1cnc2c(cnn2-c2ccc(F)cc2)c1=O)N1CCCc2ccccc21	12	7	7	-1	33	14	1	7	-4	11	-8
C[C@H]1COC(=O)CCC/C=C\C[C@H](CC(=O)N(CCO)Cc2ccccc2)C(=O)N1	-2	-19	5	-5	11	0	-26	-2	-37	7	-33
CC12CCC(C(=O)NCCCn3ccnc3)(OC1=O)C2(C)C (centres undefined)	-4	-4	-11	-5	1	-8	0	22	4	2	3
O=C(CCCc1nc2ccccc2s1)Nc1nccs1	-43	-28	-7	-3	1	-21	0	-27	-5	1	-4
CCC(=O)c1ccc(OCc2ccc(C(=O)c3ccccc3)cc2)cc1	3	9	4	0	20	8	-1	24	12	2	-4
COc1ccc(-n2c(SCC(=O)Nc3ccc(C(N)=O)cc3)nc3c([nH]c4ccccc43)c2=O)cc1OC	-17	-8	-46	-4	-17	-2	0	-2	17	-5	12
Cc1ccc(CNC(=O)c2ccc(Br)o2)cc1	-12	-19	-5	-1	-23	-2	-5	-16	-6	-6	16
Cc1cc(C)n2nc(/C(C#N)=C/c3ccccn3)c(C#N)c2n1	-9	3	9	6	34	-1	-8	9	24	-4	8
Fc1ccc(NCc2nnc(SCc3nnc(-c4ccccc4)o3)n2CC2CCCO2)cc1 (centres undefined)	-55	3	7	-5	1	13	-34	2	-4	-14	-4
CCOC(=O)COc1ccc(S(=O)(=O)Nc2ccc3c(c2)OCO3)cc1	18	21	-3	-9	8	2	18	-17	2	-10	-3
COc1cccc(CN2CCNC(=O)C2CC(=O)N(C)CC2CCOCC2)c1 (centres undefined)	13	-14	-3	-5	-5	-1	-7	1	-4	-11	-8
Cc1ccc(C(=O)Nc2cccc([N+](=O)[O-])c2)cc1S(=O)(=O)Nc1ccc(NC(=O)c2ccccc2)cc1	-22	18	11	-3	45	14	-9	4	-27	2	-3
O=C(CN(C(=O)CNC(=O)c1cccs1)c1ccc(F)cc1)NC1CCCC1	13	-25	17	-3	5	-16	6	0	-17	-3	-16
Cc1nn(CC(=O)N(C)Cc2ccc(F)cc2)c(C)c1[N+](=O)[O-]	-19	13	2	-6	-1	9	8	0	-2	-12	-12
Cc1ccc(F)cc1C(=O)N1CCCCC1c1cc(C(=O)NC(C)C)no1 (centres undefined)	-5	-7	1	/	0	2	7	/	-5	-4	6
COc1ccc([C@@H]2[C@@H]3C(=O)N(C(C)(C)C)C(=O)[C@@H]3[C@]3(Cc4ccccc4)C(=O)N(c4ccc(C)cc4)C(=O)N23)cc1	-7	4	13	8	3	0	-1	-3	-19	-3	-24
S=c1nc(-c2ccccc2Br)[nH][nH]1	7	-13	3	1	40	12	-4	-3	14	-4	11
COc1ccc(S(=O)(=O)N2CCOC2CNC(=O)C(=O)NCCCN2CCOCC2)cc1 (centres undefined)	-15	-1	-11	-4	-3	25	-22	-4	-3	-10	2
O=C1NC(=O)C2(CCCCCCCCCCC2)N1	-16	4	9	3	23	-4	-3	1	-8	-3	11
CCOC(=O)CCCCCC(=O)Nc1ccc2c(c1)C(=O)N([C@H](C)CO)C[C@H](C)[C@@H](CN(C)C(=O)Nc1ccccc1)OCCCC[C@@H](C)O2	9	6	9	10	0	-10	3	-12	17	-7	10
CC1CCC2(CC1)NC(=O)N(CC(=O)Nc1ccccc1-c1ccccc1)C2=O (centres undefined)	-24	-7	0	6	4	12	8	3	-2	0	-6
Cc1cc(S(=O)(=O)N2CCN(c3ccccc3C)CC2)ccc1F	-15	-9	1	5	14	-3	-2	-4	-6	-14	-8
COc1ccc(-n2c(SCC(=O)N/N=C/c3ccccc3OCC(=O)O)nc3ccccc3c2=O)cc1	3	0	-24	8	16	4	11	-7	6	-6	-2
Cc1ccc(F)cc1-c1nc(NCC2CC2)nc2ccsc12	17	-20	-1	/	1	0	5	/	-4	-7	2
O=C(NN1C(=O)C2CC=C(Cl)CC2C1=O)c1ccncc1 (centres undefined)	-8	-8	-10	-2	-14	-20	-1	-6	-1	3	0
CC(C)(C)OC(=O)NNC(=S)NCc1ccc(Cl)cc1	4	7	2	-2	-8	2	2	6	10	-10	-2
CC1Oc2ccccc2C=C1/C=N\NC(=O)c1cccnc1 (centres undefined)	-58	-19	-15	/	14	-24	-15	/	-19	-7	11
Cc1nc(CNC(=O)c2cc(COc3c(F)cccc3F)on2)cs1	10	-14	-10	6	3	3	4	-4	-10	10	6
CC1CCCCC1NC(=O)c1ccc(CNc2c(N3CCCC3)c(=O)c2=O)cc1 (centres undefined)	16	11	23	-1	0	11	6	5	3	-14	14
COCCN1C(=O)c2ccccc2C1c1nnnn1-c1ccc2c(c1)OCCO2 (centres undefined)	-24	-2	21	/	5	/	/	/	-27	-3	-7
CCOCC(=O)Nc1ccc([N+](=O)[O-])cc1Cl	-25	-4	1	/	-24	7	-7	-15	31	-7	-20
O=S(=O)(c1ccccc1Br)N1CCC(O)(c2cccnc2)CC1	13	11	-6	-6	-20	15	2	1	14	-8	-10
